FLuc modulator: counter-screen for miR-21 project: firefly luciferase inhibitors or activators | Potency, µM (series often up to 57.5 µM), inactives show at the top dose activity change, negative = inhibition, actives largely listed as inhibitors | 360,000 compounds, 6.9% hits | AID 588342 | purified FLuc, Km substrates, luminescence inhibition | P08659; active = well fitted inhibition curve with a large enough effect; inconclusive = small, poorly fitted or top-dose-only effect;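 note: plate controls were vehicle for no effect and reference inhibitor for full effect; nearly all actives have a fitted effect of over 55% in size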
Target sequence (P08659 whole entry, looked up): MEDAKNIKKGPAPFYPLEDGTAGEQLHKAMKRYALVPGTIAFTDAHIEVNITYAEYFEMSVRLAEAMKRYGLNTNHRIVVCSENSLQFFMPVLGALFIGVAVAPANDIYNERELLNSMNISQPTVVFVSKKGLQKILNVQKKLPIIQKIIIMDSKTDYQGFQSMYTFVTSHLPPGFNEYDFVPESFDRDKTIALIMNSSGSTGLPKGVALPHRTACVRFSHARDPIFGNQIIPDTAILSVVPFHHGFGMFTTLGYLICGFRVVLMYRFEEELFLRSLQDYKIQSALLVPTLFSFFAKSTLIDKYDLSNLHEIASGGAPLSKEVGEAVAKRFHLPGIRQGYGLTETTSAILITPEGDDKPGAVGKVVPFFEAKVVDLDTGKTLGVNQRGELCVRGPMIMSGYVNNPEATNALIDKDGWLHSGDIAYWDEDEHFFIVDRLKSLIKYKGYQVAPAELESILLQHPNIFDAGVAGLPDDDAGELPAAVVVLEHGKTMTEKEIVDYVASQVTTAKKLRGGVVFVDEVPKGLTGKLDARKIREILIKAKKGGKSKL
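Purified P. pyralis luciferase (10nM final) with 10uM D-luciferin and 10uM ATP (Km levels) in 50mM Tris acetate pH 7.5, 10mM Mg acetate, 0.01% Tween-20, 0.05% BSA; qHTS 6-point titration, ~60 µM downward; luminescence read.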
Numbers without * were called inactive; u = inconclusive. Potency is the fitted concentration of half-maximal effect. A portion of the library; count on the stated rates, not on these rows.

| structure | FLuc modulator |
| --- | --- |
| Cc1cccc(-n2c(C)cc(C(=O)C(=O)Nc3nncs3)c2C)c1 | -3% |
| Cc1ccc(NC(=O)C2CCCN(S(=O)(=O)c3c(C)n[nH]c3C)C2)c(C)c1 (centres undefined) | 1% |
| COc1ccc(C(=O)Nc2ccc3nc4c(c(Nc5ccccc5OC)c3c2)CCCC4)c(OC)c1 | 0% |
| COc1ccccc1N1CCN(C(=O)c2nn(-c3ccc(C)cc3)c(=O)n(C)c2=O)CC1 | 4% |
| CCc1ccc(-n2c(SCc3ccccc3C)nc3[nH]ncc3c2=O)cc1 | -7% |
| CCOC(=O)c1cc(-c2ccc(C)cc2)n(CCC(=O)NCCc2ccc(C)cc2)c1C | 0% |
| COc1cccc(CNC(=O)c2sc3nc4n(c(=O)c3c2C)CCC4)c1 | -2% |
| CCc1cccc(NS(=O)(=O)c2ccc3c(c2)CC(C)N3C(=O)C2CC2)c1 (centres undefined) | -18% |
| CCOc1ccc(CCNC(=O)c2ccc3c(c2)c(C)c(C)n3C)cc1 | -13% |
| CCOC(=O)c1ccc(CN(Cc2ccccc2C)S(=O)(=O)c2ccc(F)c(C)c2)cc1 | -5% |
| CCN1CCN(C(c2ccc(C)cc2)c2c(O)cc(C)n(Cc3ccco3)c2=O)CC1 (centres undefined) | u |
| CCc1cccc(NCc2ccccc2-c2nnc(-c3ccccc3Cl)o2)c1 | 3.4µM* |
| COc1ccc(CNC(=O)c2oc3c(c2C)-c2nn(Cc4ccccc4Cl)cc2CC3)cc1 | -6% |
| Cc1ccccc1C(=O)Nc1cccc(C(=O)OCc2cc(=O)n3ccsc3n2)c1 | u |
| Cc1ccc(Cl)cc1N1CCN(S(=O)(=O)c2cc3[nH]c(=O)c(=O)[nH]c3cc2C)CC1 | -6% |
| N#Cc1c(C(F)(F)F)cc(-c2cccs2)nc1SCC(=O)Nc1ccccc1F | -7% |
| CCCCOc1ccc(CNC(=O)C2CCN(c3nnc(-n4cccc4CNc4ccc(C)cc4)s3)CC2)cc1 | -1% |
| O=C(Nc1cc2c(cc1C(=O)c1ccccc1)OCCO2)c1ccc(Br)cc1 | -1% |
| COc1cc(NC(=O)c2cc(S(=O)(=O)N3CCC(C)CC3)cn2C)cc(OC)c1OC | -1% |
| O=c1c2cc3c(cc2n(Cc2cccc(F)c2)c(=O)n1Cc1nc(-c2ccccc2)no1)OCO3 | -5% |
| Cc1ccc(C(=O)c2cn(CC(=O)NC3CCCCC3)c3nc(C)ccc3c2=O)cc1 | 4% |
| COc1ccccc1NC(=O)c1c(NC(=O)c2ccccc2Cl)sc2c1CCC2 | -11% |
| COc1ccc(CNC(=O)Cc2coc3ccc(C)cc23)cc1 | u |
| COc1cc(NC(=O)C2CCCN(S(=O)(=O)c3ccc4c(c3)CCCC(=O)N4)C2)cc(OC)c1 (centres undefined) | 4% |
| Cc1cccc(NC(=O)c2oc3ccc(S(=O)(=O)N4CCCCC4)cc3c2C)c1C | -1% |
| COc1ccc(C)cc1NC(=O)N1CCN(c2cc(-c3noc(C)n3)ccc2C)CC1 | -7% |
| Cc1ccc(C)c(Cn2c(=O)n(CCC(=O)NCc3ccc4c(c3)OCO4)c(=O)c3sccc32)c1 | 1% |
| COc1ccc(NC(=O)c2oc3ccccc3c2NC(=O)COc2ccc(F)cc2)c(OC)c1 | 0% |
| CCOc1ccc(CNC(=O)C2Cc3cc(S(=O)(=O)N4CCCCCC4)ccc3N2C(C)=O)cc1 (centres undefined) | -1% |
| O=C(O)c1ccc(Nc2nc(-c3ccccc3)c3cc(Br)ccc3n2)cc1 | u |
| COc1cc(C2C(C(=O)Nc3ccccc3C)=C(C)Nc3ncnn32)ccc1OCC(N)=O (centres undefined) | -1% |
| CCOc1ccccc1NC(=O)C1CCN(S(=O)(=O)c2c(C)noc2/C=C/c2ccc(C)cc2)CC1 | -1% |
| CC(C)Cc1nn2c(=O)cc(COC(=O)c3ccccc3NC(=O)c3cccs3)nc2s1 | -6% |
| O=S(=O)(c1ccc2[nH]c3c(c2c1)CCCC3)N1CCN(c2cccc(C(F)(F)F)c2)CC1 | 2% |
| O=C(Nc1nc2n(n1)C(c1ccc(F)cc1)C=C(c1ccc(Cl)cc1)N2)c1ccc([N+](=O)[O-])cc1 (centres undefined) | -1% |
| O=C(Nc1cccc(C(F)(F)F)c1)c1cnn(-c2cccc(F)c2)c1C1CCNCC1 | 1% |
| Cc1ccccc1Cn1cc(NC(=O)c2cc(-c3ccc(Cl)cc3)on2)cn1 | 6% |
| COc1ccc(S(=O)(=O)NCC(c2ccco2)N2CCN(c3ccccc3F)CC2)cc1OC (centres undefined) | -1% |
| CCc1ccc(C(=O)CC2(O)C(=O)N(Cc3ccc(C)cc3)c3ccccc32)cc1 (centres undefined) | 7.6µM* |
| N#Cc1ccc(NC(=O)COCc2cc(-c3ccc4c(c3)OCO4)on2)cc1 | -10% |
| COc1ccc(NC(=O)C(c2ccc(C)cc2)N(C)C(=O)/C=C\c2ccc3c(c2)OCO3)cc1 (centres undefined) | -1% |
| Cc1cc(C)cc(NC(=O)CSc2nc3c(cnn3-c3ccc(F)cc3)c(=O)[nH]2)c1 | -1% |
| Cc1cc(N2CCN(C)CC2)nc2ccc(NC(=O)c3ccc(C(C)(C)C)cc3)cc12 | u |
| Cc1cccc(-c2nc(N3CCN(c4ccc(F)cc4)CC3)c3ccccc3n2)c1 | 3% |
| CCOC(=O)c1ccccc1NC(=O)COC(=O)CC(C)(C)CC1=NS(=O)(=O)c2ccccc2N1 | u |
| Cc1ccc(C(=O)NCC(=O)OCc2cc(=O)n3ccsc3n2)cc1 | 0% |
| CCCCOc1cccc(C(=O)N2CCN(CCc3ccncc3)CC2)c1 | 3% |
| CCc1ccc2[nH]cc(S(=O)(=O)c3ccc(C(C)C)cc3)c(=O)c2c1 | -17% |
| O=C(Nc1nc2n(n1)C(c1ccccc1)C=C(c1ccccc1)N2)c1ccccc1 (centres undefined) | u |
| O=C(NCc1ccccc1F)c1ccc(CSc2nc3cccnc3n2Cc2ccccc2)cc1 | -1% |
| CCCc1nn2c(=O)cc(COC(=O)c3ccc(NC(=O)c4cccs4)cc3)nc2s1 | 0% |
| CCc1cccc(C)c1Nc1c(-c2cccs2)nc2nc(C)cc(C)n12 | 2% |
| COc1cc(C(=O)NCC(c2ccc3c(c2)OCO3)N2CCN(C)CC2)cc(OC)c1OC (centres undefined) | 1% |
| CCOc1ccc(-c2cc(C(=O)NCCc3ccccc3)c3c(-c4ccc(C)cc4)[nH]nc3n2)cc1 | -12% |
| O=C(Nc1ccc(Cl)cc1F)c1oc(=O)c2ccccc2c1-c1ccccc1 | -3% |
| Cc1ccc2occ(-c3cc(-c4ccc(Cl)cc4)nc4c3COc3ccccc3-4)c(=O)c2c1 | -4% |

Other structures
| structure | FLuc modulator |
| --- | --- |
| CCN(CC)S(=O)(=O)c1ccc2c(c1)N(CC(=O)NCC(C)c1ccccc1)C(=O)CO2 (centres undefined) | -3% |
| CC1CCN(S(=O)(=O)c2ccc3c(ccn3CCC(=O)NCc3ccc(N(C)C)cc3)c2)CC1 | -3% |
| CC(C)C1N=C2c3ccccc3N=C(SCC(=O)NCc3ccccc3Cl)N2C1=O (centres undefined) | -4% |
| CCOC(=O)c1c(NC(=O)c2cc(CC)on2)sc(C)c1C | 2% |
| Cc1ccc(-c2nnc(Nc3ccc(F)cc3)c3ccccc23)cc1S(=O)(=O)N1CCN(C)CC1 | -5% |
| COc1ccc(NC(=O)c2noc3c2CCCC3)cc1Cl | u |
| Cc1ccc(-c2nn3c(C)nnc3c3ccccc23)cc1S(=O)(=O)NCC(C)O (centres undefined) | -1% |
| Cc1oc(-c2ccc(Cl)cc2)nc1CSc1nc2ncccc2[nH]1 | -7% |

Three compounds out of the list, sorted by count of non-hydrogen atoms, ascending:
| structure | FLuc modulator |
| --- | --- |
| N#Cc1c(C(F)(F)F)cc(-c2cccs2)nc1SCC(=O)Nc1ccccc1F | -7% |
| COc1cc(C2C(C(=O)Nc3ccccc3C)=C(C)Nc3ncnn32)ccc1OCC(N)=O (centres undefined) | -1% |
| CC1CCN(S(=O)(=O)c2ccc3c(ccn3CCC(=O)NCc3ccc(N(C)C)cc3)c2)CC1 | -3% |

Next compounds follow:
| structure | FLuc modulator |
| --- | --- |
| CC1CN(C(=O)N2CCC(C(=O)NCCCc3ccccc3)CC2)c2cc(Cl)ccc2O1 (centres undefined) | -9% |
| COc1ccc(-c2noc(CSc3nnc(-c4ccccc4)n3-c3ccc(F)cc3)n2)c(OC)c1 | u |
| CCCCC(=O)Nc1ccc2nc(SCC(=O)N3CCc4ccccc43)sc2c1 | u |
| Cc1nc(SCCOc2ccc(Cl)cc2)[nH]c(=O)c1Cc1ccccc1 | 0% |
| COc1cc(-c2noc(CCC(=O)Nc3cc(C)ccc3C)n2)cc(OC)c1OC | -9% |
| O=C(NC1CCN(Cc2ccccc2)CC1)c1ccc(Cn2c(=O)c3ccccc3n(Cc3ccc(F)cc3)c2=O)cc1 | 1% |
| COc1ccc(-n2ncc(C(=O)Nc3ccc4c(c3)OCCO4)c2C2CCN(C(=O)OC(C)(C)C)CC2)cc1 | -8% |
| Cc1ccc(CNC(=O)c2cnc(N3CCCCC3)c3ccccc23)cc1 | -13% |
| COCCN1Cc2cccc(C(=O)Nc3ccc(C)c(F)c3)c2C1=O | u |
| OCc1cnc(SCc2cccc(F)c2)n1Cc1ccc(F)cc1 | 4% |
| O=C(NCC1CCN(Cc2ccc(F)cc2)CC1)c1cc2ccc3cccnc3c2[nH]1 | -5% |
| Cc1ccc(C(=O)Nc2ccc(-c3nc4ccccc4s3)cc2C)cc1C | u |
| COc1ccc2c(c1)c(N1CCCC1=O)c(C(=O)Nc1ccccc1C(F)(F)F)n2C | -1% |
| COc1ccccc1CNC(=O)c1ccc(N2CCCC2)c(NC(=O)NCCC(C)C)c1 | -2% |
| COc1ccc(C(=O)n2nc(-c3cccnc3)nc2NCc2ccccc2)cc1OC | u |
| CCN(CC)c1ccc(-c2nc(-c3ccco3)no2)cc1[N+](=O)[O-] | u |
| Cc1ccc2occ(CC(=O)Nc3c(C(=O)Nc4ccc(Cl)cc4)oc4ccccc34)c2c1 | -16% |
| COc1ccc(NC(=O)c2oc3ccccc3c2NC(=O)c2cc3ccccc3o2)cc1 | u |
| COc1ccccc1CNC(=O)CCc1c(C)nc2c(c(C)nn2-c2ccc(C)c(C)c2)c1C | -7% |
| CCOc1ccc(C2=NC(c3cccs3)=Nc3ccc(CC)cc3N2)cc1OCC | -11% |
| COc1ccc(C(=O)N2CCC(c3nc4ccccc4o3)CC2)cc1 | -7% |
| COc1cccc(CNC(=O)CCCn2nc(C)c3sc4ccccc4c3c2=O)c1 | u |
| O=C(NCc1cccc(F)c1)c1ccccc1NC(=O)c1nsc2ccccc12 | u |
| CCN(CC)CCCNC(=O)c1cnc(SC)nc1-c1ccccc1 | -4% |
| COC(=O)c1ccc(CNC(=O)c2nc(Cn3nc(C)c(Br)c3C)no2)cc1 | 5% |
| CC(C)NC(=O)c1ccc(NC(=O)N2CCCCc3ccccc32)cc1 | -4% |
| CC(C)Oc1ccc(CNC(=O)c2ccc(NC(=O)c3nsc4ccccc34)cc2)cc1 | 7.6µM* |
| Cc1cc(Cl)ccc1NS(=O)(=O)c1c(C(=O)N2CCCCCC2)c(C)n(C)c1C | -13% |
| COc1cc(OC)c(C2C=C(c3ccc(C)cc3)Nc3c(C(=O)Nc4ccccc4)cnn32)cc1OC (centres undefined) | -15% |
| CC1=C(C(=O)Nc2ccccc2Br)C2(CCC(C)CC2)OC1=O (centres undefined) | -7% |
| CC(=O)N1CCc2c(sc(NC(=O)CSc3ccc(C)cc3)c2-c2nc3ccccc3s2)C1 | 3% |
| COc1cccc(/C=C/c2nc3ccccc3c(=O)n2-c2ccc(C)c(C)c2)c1OC | 6% |
| COc1ccc(C)cc1N(C)C(=O)c1c2c(nc3ccccc13)C(=O)N(C1CCCCC1)C2 | 1% |
| COC(=O)c1cc(NS(=O)(=O)c2ccc3c(c2)OCCO3)ccc1Cl | u |
| CCCCc1nn2c(=O)cc(COC(=O)c3cccc(NC(=O)COc4ccccc4)c3)nc2s1 | -8% |
| O=C(CCNS(=O)(=O)c1ccc2c(c1)CCCC(=O)N2)NCc1ccccc1Cl | -1% |
| Cc1c(C(=O)NCc2ccc(Cl)cc2)sc2nc3n(c(=O)c12)CCCC3 | u |
| CC(=O)c1cccc(NC(=O)CCc2nc3cccnc3n2Cc2cccs2)c1 | -10% |
| Cc1ccc(NC(=O)Cn2c(=O)n(-c3ccccc3)c(=O)c3c4c(sc32)CCCC4)cc1 | 2% |
| COc1ccc(NC(=O)c2ccco2)cc1NC(=O)COc1ccc(Cl)cc1C | -5% |
| COc1ccc(C2(CNC(=O)C(=O)Nc3ccccc3C)CCCC2)cc1OC | 5% |
| O=C(Nc1ccccc1F)c1oc2ccccc2c1NC(=O)C12CC3CC(CC(C3)C1)C2 | 4% |
| COc1ccc(-c2oc3ncn4nc(COc5cccc(C)c5C)nc4c3c2-c2ccc(OC)cc2)cc1 | -1% |
| Cc1ccc(-n2nc3c(N4CCC(C(=O)NCCC(C)C)CC4)nnc(C)c3c2C)cc1 | -7% |
| Cc1ccccc1NC(=O)Cn1c(=O)n(Cc2ccco2)c(=O)c2cccnc21 | -9% |
| O=C(Cn1c(=O)c2ccccc2n2nncc12)Nc1cccc(F)c1 | -6% |
| O=C(COc1ccc(Cl)cc1)NCCc1csc(-c2ccc(F)cc2)n1 | -1% |
| O=C(CN1C(=O)C2(SCC(=O)N2c2cccc(Cl)c2)c2ccccc21)NC1CCCCC1 (centres undefined) | 6% |

As a short view, part of the list above.
| structure | FLuc modulator |
| --- | --- |
| COc1ccc(-c2oc3ncn4nc(COc5cccc(C)c5C)nc4c3c2-c2ccc(OC)cc2)cc1 | -1% |
| Cc1ccc(-n2nc3c(N4CCC(C(=O)NCCC(C)C)CC4)nnc(C)c3c2C)cc1 | -7% |
| Cc1ccccc1NC(=O)Cn1c(=O)n(Cc2ccco2)c(=O)c2cccnc21 | -9% |
| O=C(Cn1c(=O)c2ccccc2n2nncc12)Nc1cccc(F)c1 | -6% |

Assay outcomes: PubChem, National Center for Advancing Translational Sciences (NCATS)
